# NCI-60 one-dose screen, 48 h, at 10 µM unless noted. Numbers give growth in % (100 = growth as untreated, 0 = no growth, -100 = all killed).
# HL-60(TB): HL-60(TB) leukemia cells. hit rate 9% among 78,000. AID 1794776; active means growth percent below 10
# Numbers without * were called inactive; & = joins results of further samples; [ ] = another dose, or the depositor's remark.
SMILES,HL-60(TB)
CCOC(=O)C1OC(Oc2ccc3c(C)cc(=O)oc3c2)[C@@H](OC(C)=O)C(OC(C)=O)C1OC(C)=O (stereo partly specified),101
N[C@@H](Cc1ccccc1)[C@@H](O)C(=O)O,100
COc1ccc(Cl)cc1NC(=O)c1cc2c([nH]1)-c1nc(NC(=O)C(C)C)sc1CC2,91
CC12CCC(C(S(=O)(=O)Nc3ccccc3)C1=O)C2(C)C (stereo unspecified),119
O=[N+]([O-])c1cc(S(=O)(=O)O)cc([N+](=O)[O-])c1Cl,125
Cc1ccc(S(=O)(=O)Oc2ccc3ccccc3c2)cc1,100
O=C1NC(=O)C2(CCCc3c([N+](=O)[O-])cccc32)N1 (stereo unspecified),98
CCOC(=O)C(O)C(O)C(=O)OCC (stereo unspecified),102
COc1cc(/C(=C2/O[C@@H]([C@H](O)CO)[C@H]3OC(C)(C)O[C@@H]23)c2ccc3ccccc3c2)cc(OC)c1OC,100
CCOC(=O)c1nocc1CCCOc1ccc(C(=O)NCc2cccc(C(F)(F)F)c2)cc1C,76
Cc1nnc(NC(=O)Nc2ccc(S(N)(=O)=O)cc2)s1,110
CCCCN(CCCC)CC(O)c1cc2ccccc2c2cc(Br)ccc12 (stereo unspecified),96
CCNC(=O)Oc1ccc(/C(=C(/CC)Cc2ccccc2)c2ccc(OCCCN(C)C)cc2)cc1,93
CN(C)c1ccc(/C=C/c2sc3ccc4ccccc4c3[n+]2C)cc1,-42*
CCOc1ccccc1NC(=O)c1cc(-c2ccccc2)n(-c2ccc(S(C)(=O)=O)cc2)n1,80
CN(C)c1ccc(/C=C/c2c(F)cccc2Cl)cn1,67&106
CCOc1ccc2nc(C)cc(Nc3ccc(N(C)C)cc3)c2c1,99
C=C(CN(C)C)C(=O)O,98
Cc1ccc2nc(Cl)c(-c3nc4ccccc4[nH]3)cc2c1,98
COc1ccc(NC(=S)N/N=C(\C)c2cc3ccccc3oc2=O)cc1,99
CCCCn1c(=O)c(/C=C/c2cc(/C=C/c3cc4cc(C)ccc4n(CCCC)c3=O)[nH]n2)cc2cc(C)ccc21,97
C=C1C(=O)O[C@H]2[C@H]1CC/C(COC(=O)c1ccc3ccccc3c1)=C\CC[C@@]1(C)O[C@@H]21,-53*
COS(=O)(=O)c1ccccc1,106
COc1ccc2cc([C@H](C)C(=O)NCc3ccccc3)ccc2c1,5.9*
O=C(Cc1ccccc1Nc1c(Cl)cccc1Cl)NN1C(=O)/C(=C/c2ccc(Br)cc2)SC1=S,101
COc1ccc(-c2nn(-c3ccccc3)cc2/C=C2\SC(=S)N(CCc3ccccc3)C2=O)cc1,92
N#CCCNCc1ccccc1,102
Cn1c2c(c3ccc(Cl)c(Cl)c31)C(C#N)C1(CCN(C(=O)OC(C)(C)C)CC1)NC2=O (stereo unspecified),80
NCCOc1ncccc1/C=C1\c2ccccc2-c2ccc(C(F)F)cc21,-3.3*
COc1nc2c(c(=O)n1C)CN(c1ccccc1)C=N2,109
O=S1(=O)CC(Cl)C1,97
O=C(NNc1nccc(Nc2ccc(S(=O)(=O)Nc3ccncc3)cc2)n1)c1ccccc1,119
CCCCCNC(=O)C(O)C(O)C(=O)NCCCCC (stereo unspecified),109
O=C(CSc1n[nH]c(-c2ccncc2)n1)c1ccc(Cl)cc1,104
COc1cccc(/C=C(\C#N)c2nc(N)nc(Nc3ccc(S(N)(=O)=O)cc3)n2)c1,100
COc1ccc(NC(=O)CN2CCN(c3cc(=O)n(-c4ccccc4)c4ccccc34)CC2)cc1,48
COc1ccc(N)cc1C(=O)Nc1cccc(-c2cc(=O)c3c(OC)c(OC)c(OC)cc3o2)c1,58
Cc1nc(Nc2ccc(OCc3c(-c4ccccc4)no[n+]3[O-])cc2)c2cnn(-c3ccc(Br)cc3)c2n1,100
OCC(Cl)(Cl)C(Cl)(Cl)CO,95
O=C(N/N=C/c1ccco1)C(=O)Nc1ccc(Cl)c([N+](=O)[O-])c1,117
CCN(CC)CCO/N=C1\CC(c2ccc(OC)c(OC)c2)Oc2ccccc21 (stereo unspecified),78
CCOc1ccc(-c2nc3ccc(-c4nc5ccc(N6CCN(C)CC6)cc5[nH]4)cc3[nH]2)cc1OCC,25
O=C1CCC(=O)N1C(=O)c1ccc(Cl)cc1,87
COc1cc(OC)cc(C2C(C#N)=C(N)Oc3c2ccc2ccc(O)cc32)c1 (stereo unspecified),-24*
CCOC(=O)/C=C(\C)C(F)(F)F,103
CCOC(=O)C1O[N+]([O-])=C(c2ccc(OC)cc2)C1c1ccc(Cl)cc1 (stereo unspecified),111
CC(=O)CC(C)(C)NC(=S)Nc1ccc(O)cc1,95
Cn1c(-c2ccccc2)c(C(C[N+](=O)[O-])c2ccccc2F)c2ccccc21 (stereo unspecified),90
O=C(OCc1ccc2cccc(O)c2n1)N1CCN(C(=O)c2cc3ccccc3[nH]2)CC1,99
COc1ccc(NC(=O)CSc2nc(C)c(C(C)=O)n2-c2ccc(Cl)cc2)cc1,103
CCOc1cc(C(=O)O)ccc1O,128
CCn1c(SC/C(=N/O)c2ccc(Br)cc2)nnc1-c1ccncc1,108
CC(C)c1ccc(C(=O)OC(=O)c2ccc(C(C)C)cc2)cc1,51
COc1cc2cc(C(=O)Nc3ccccc3)c(N)nc2cc1OC,-42*
N#CC1=C(c2ccccc2)Nc2c(c(-c3ccccc3)nn2-c2ccccc2)C12C(=O)N(Cc1ccccc1)c1ccccc12 (stereo unspecified),114
C1CCC(NC2=NCCO2)CC1,94
O=C(O)C(=Cc1ccco1)C(=O)O,100
O=C(CSc1nnc2n1N=C(c1ccc([N+](=O)[O-])cc1)CS2)c1ccc([N+](=O)[O-])cc1,101
O=c1c2ccccc2nc(N/N=C/c2ccc(N3CCOCC3)cc2)n1-c1ccccc1,112
COc1ccc(CN2C(=O)/C(=C/c3nc(CO)cs3)SC2=S)cc1,59

# Reprinted from the part before: 3 compounds, then new ones.
SMILES,HL-60(TB)
O=C(CSc1nnc2n1N=C(c1ccc([N+](=O)[O-])cc1)CS2)c1ccc([N+](=O)[O-])cc1,101
O=c1c2ccccc2nc(N/N=C/c2ccc(N3CCOCC3)cc2)n1-c1ccccc1,112
COc1ccc(CN2C(=O)/C(=C/c3nc(CO)cs3)SC2=S)cc1,59
O=C1Nc2ccccc2C1O (stereo unspecified),109
O=C(COc1cccc2[nH]ccc12)Nc1ccc2c(c1)OCO2,80
CC1Cc2c(ncnc2-n2cnc3ccccc32)N(C)c2ccc(O)cc21 (stereo unspecified),96
CC1=C(O)C(=O)C=C1,108
CCOC(=O)/C=C1\S/C(=N\Nc2cc(=O)[nH]c3ccc(C)cc23)N(Cc2ccccc2)C1=O,99
COc1ccc2oc3c(ccc[n+]3C)c(=O)c2c1,109
CCCCOC(=O)C12CCCCC1O2 (stereo unspecified),99
Cc1ccc(C(C)C)cc1NC(=O)Nc1ccc([N+](=O)[O-])cc1,-8.6*
CCOC(=O)C(=O)Nc1cccc(NC(=O)C(=O)OCC)n1,100
CC(O)CNC(=O)C(C)(C)O (stereo unspecified),105
COc1cc(C2CC(c3cc(OC)c(OC)c(OC)c3)=NN2c2ccccc2)ccc1OCc1ccc(C)cc1 (stereo unspecified),101
CC(=O)NCNC(C)=O,113
CC(=O)N1c2ccnn2CC1c1ccccc1 (stereo unspecified),113
CCCCCCCN(CCCCCCC)C(=N)c1ccc(OC)c2ccccc12,-66*
CCCCCCCC/C=C\CCCCCCCCOc1ccc(CC(=O)NCC[N+]2(C)CCOCC2)cc1,-14*
CCN(CC)CCOC(=O)Nc1cc(C(F)(F)F)ccc1Cl,84
CC(C)OC(=O)c1ccc2n1CCc1cnc(NC3CCCCC3)nc1-2,86
COc1cc2c(cc1OC)C1=NN(C(=O)Nc3ccc(Br)cc3)C(c3ccncc3)C1C2 (stereo unspecified),109
CCc1c(C)c2ccc(O)c(-c3cc(-c4ccc(N(C)C)cc4)n(-c4ccccc4)n3)c2oc1=O,97
CC(c1ccc(N)cc1)(c1c[nH]c2ccccc12)c1c[nH]c2ccccc12,79

# Laid out differently: 4 of the compounds above
CCOC(=O)/C=C1\S/C(=N\Nc2cc(=O)[nH]c3ccc(C)cc23)N(Cc2ccccc2)C1=O
  HL-60(TB): 99
COc1ccc2oc3c(ccc[n+]3C)c(=O)c2c1
  HL-60(TB): 109
CCCCOC(=O)C12CCCCC1O2 (stereo unspecified)
  HL-60(TB): 99
Cc1ccc(C(C)C)cc1NC(=O)Nc1ccc([N+](=O)[O-])cc1
  HL-60(TB): -8.6*

# Among those listed so far, 5 contain two or more sulfur atoms:
SMILES,HL-60(TB)
Cc1nnc(NC(=O)Nc2ccc(S(N)(=O)=O)cc2)s1,110
O=C(Cc1ccccc1Nc1c(Cl)cccc1Cl)NN1C(=O)/C(=C/c2ccc(Br)cc2)SC1=S,101
COc1ccc(-c2nn(-c3ccccc3)cc2/C=C2\SC(=S)N(CCc3ccccc3)C2=O)cc1,92
O=C(CSc1nnc2n1N=C(c1ccc([N+](=O)[O-])cc1)CS2)c1ccc([N+](=O)[O-])cc1,101
COc1ccc(CN2C(=O)/C(=C/c3nc(CO)cs3)SC2=S)cc1,59

# More entries follow:
SMILES,HL-60(TB)
CCC(=O)Oc1ccc(/C(=C(/C)Cc2ccc(OC)cc2)c2ccc(OCCCN(C)C)cc2)cc1,101
CCOCCOCCOCCOCCOCCOCCOCCOCCOCCO (tested in a mixture with another compound),-55*
COc1cc(OC)c2c(=O)cc(-c3cccnc3)oc2c1,96
c1ccc(CSc2nnc(NC3CCCCC3)s2)cc1,89
COc1ccc2c(c1)sc1nc3nc4n(c(=N)c3c(=N)n12)-c1ccccc1Sc1ccccc1-4,82
O=C(OCC(Cl)(Cl)Cl)c1cc([N+](=O)[O-])cc([N+](=O)[O-])c1,96
CCOC(=O)C(C#N)(CC)CC,117
O=C(/C=C/C=C/c1ccccc1)N1c2ccccc2CC1c1c[nH]c2ccccc12 (stereo unspecified),75
Cc1cccc[n+]1[O-],93
CCN1CNC(=O)NC1,79
CCOc1nc(-c2ccccc2)cc2c(O)c(C(=O)N/N=C/c3ccncc3)[nH]c(=O)c12,258
CCOc1ccc(N=Nc2ccc(N)cc2N)cc1,45
CC(=O)NNC(=O)c1ccc(C(=O)O)cc1,87
CCN1C(=O)N(CC)C2NN3C(=O)C4(CN(C)CC45C(=O)N(C)c4ccccc45)SC3=NC21 (stereo unspecified),88
CCCNC(=O)OCC,98
COc1cc(Cl)cc(-c2nn(C(=O)NS(=O)(=O)c3ccc(Cl)cc3)cc2-c2ccncc2)c1,95
COC(CC=O)CC(C)CC(C)(C)C (stereo unspecified),108
CC(=O)Nc1ccc2c(c1)Cc1c(F)cccc1-2,98
Cc1cc(Oc2cnc(=O)[nH]c2)cs1,101
Nc1nc2c(ncn2[C@H]2O[C@@H](CO)[C@H](O)[C@@H]2O)c(=O)[nH]1,99
N#Cc1c(-c2c(Cl)cccc2Cl)nc(SCc2nnc(-c3ccc(Cl)cc3)o2)[nH]c1=O,74
Cc1ccccc1N1CCN(C(=S)Cc2ccc3ccccc3c2)CC1,88
Cc1ccc(C(C)C)c(O)c1N=Cc1cc(Br)ccc1O,109
Nc1cc(C(=O)O)cc(C(=O)O)c1,90
NN1C(c2ccccc2)=C(c2ccccc2)Nn2c1nc1c(cnn1-c1ccccc1)c2=O,101
CN=c1scc(-c2ccccc2)n1NC(=O)Cn1nc(-c2ccccc2)ccc1=O,93
CC(=O)N1N=C(c2ccc(-n3ccc(C(F)(F)F)n3)c(C)c2)CC1c1ccc[nH]1 (stereo unspecified),98
COc1ccc(/C=c2\c(=O)n(-c3ccccc3)c3nn4c(n23)=NNC(C)=C(C(=O)c2ccccc2)C4c2ccc(OC)cc2)cc1 (stereo unspecified),105
O=S(=O)(NCCCNc1nccc(-c2c(-c3ccccc3)nc3occn23)n1)c1ccc(Cl)cc1,101
Cc1ccccc1OCCSc1nc2ccc(NC(=O)c3ccccc3)cc2s1,87
Cc1cccc(CC(O)C(Cl)(Cl)Cl)n1 (stereo unspecified),99
CC(C)(C)OC(=O)CC[C@H](N)C(=O)O,101[20 µM]
COc1cc(/C=C2\CN(C)C/C(=C\c3cc(CN4CCOCC4)c(O)c(OC)c3)C2=O)cc(CN2CCOCC2)c1O,33
O=C1Nc2ccc(F)cc2/C1=C\c1c(-c2ccc(F)cc2)nc2ccccn12,56
O=C1c2cccnc2-c2nccc3c2c1nc1cc(Br)ccc13,-56*
O=C(NC(=O)N1CCN(C(=O)NC(=O)c2ccc(Br)cc2)CC1)c1ccc(Br)cc1,105
O=C1Nc2c(ccc(Cl)c2Cl)/C1=C\c1ccc(C(F)(F)F)cc1,52
CCCCn1c(NC(C)=O)c(S(=O)(=O)c2ccccc2)c2nc3ccccc3nc21,88
N=c1c2c(-c3ccccc3)c(-c3ccccc3)oc2ncn1NC(=O)c1ccc(Cl)cc1,87
COC(=O)[C@H]1Cc2c([nH]c3ccccc23)[C@@H](c2cccnc2)N1,99
COc1ccc(C[n+]2cc([O-])on2)cc1,87
CCCCCCCCCCN,72
COCOc1cc2c(=O)c(C)c(C(=O)N[C@@H](Cc3ccccc3)C(=O)C(=O)NCCc3ccc(OC)cc3)oc2cc1OC,104
COc1cc(-c2c(C#N)c(N)n3c(nc4ccccc43)c2C#N)cc(Br)c1OC,63
COc1cccc(/C(C)=N/NC(=O)CSc2nc3ccccc3c(=O)n2CCc2ccc(S(N)(=O)=O)cc2)c1,59
CCCC(=O)Nc1ccc2c(c1)CN1C(=O)c3ccccc3C1=N2,82
O=C1c2ccccc2C(=O)N1OCCCBr,93
Nc1nonc1-n1nnc(C(=O)N2CCCC2)c1-c1ccccc1,97
O=S(=O)(Nc1cccc2[nH]cnc12)c1ccc(F)c(Cl)c1,91

# An excerpt of these results, with tabs.
SMILES	HL-60(TB)
COc1cc(-c2c(C#N)c(N)n3c(nc4ccccc43)c2C#N)cc(Br)c1OC	63
COc1cccc(/C(C)=N/NC(=O)CSc2nc3ccccc3c(=O)n2CCc2ccc(S(N)(=O)=O)cc2)c1	59
CCCC(=O)Nc1ccc2c(c1)CN1C(=O)c3ccccc3C1=N2	82

# This is a subset, so the mix of outcomes need not match the whole.
